From PubChem
hIAP block = blocks human intestinal alkaline phosphatase; P09923; purified IAP, CDP-Star luminescence, 30 min; inhibition, % at 10 µM; 330,000 compounds, 0.12% hits;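 active = inhibition reaching a set limit with compound at 10 µM in the primary screen, cut at about 35% in these data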;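 note: plate controls were DMSO wells with enzyme for no effect and no-enzyme buffer wells for full effect; values of inactives mirror those of a sister screen read the other way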
mIAP activ = increases mouse intestinal alkaline phosphatase activity. 330,000 compounds, 0.24% hits. activation factor at 10 µM. muIAP, CDP-Star luminescence, 30 min; active compounds read high; 1 = vehicle-only enzyme signal, 0 = enzyme-free wells;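 active = activation factor of at least 2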; note: the source names both 10 and 20 µM as test concentration; values of inactives mirror those of a sister screen read the other way
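System: Mouse IAP enzyme | Also added: CDP-Star substrate | Dosing: Compounds dispensed in DMSO | Schedule: 30 min enzyme-substrate-compound incubation at room temperature | Technique: Chemiluminescence readout | Control set: DMSO-only wells and no-enzyme negative control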
mIAP block = mouse IAP inhibition | 330,000 compounds, 0.2% hits | AID 2806 | purified mouse IAP, CDP-Star luminescence, 30 min | inhibition, % at 10 µM;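 active = inhibition of at least 40% at 10 µM in the primary screen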;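 note: plate controls were DMSO with enzyme for no effect and no enzyme wells for full effect; values of inactives mirror those of a sister screen read the other way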
hIAP activ = increases human intestinal alkaline phosphatase activity. P09923. purified human IAP, CDP-Star luminescence, 30 min; active compounds read high; 1 = vehicle-only enzyme, 0 = enzyme-free background. activation factor at 10 µM. 330,000 compounds, 0.16% hits;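 active = activation factor of the enzyme at least 2-fold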; note: the source names both 10 and 20 µM as test concentration; values of inactives mirror those of a sister screen read the other way
A3G deaminase = inhibitors of human APOBEC3G DNA deaminase; Q9HC16; inhibition, % at 20 µM; 330,000 compounds, 0.28% hits; recombinant A3G, ssDNA deamination FAM/TAMRA fluorescence; AID 493012;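 active = inhibition of at least 40% at 20 µM, with no more than 30% in the related APOBEC3A deaminase screen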;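 note: plate controls were DMSO wells with A3G for no effect and wells lacking A3G enzyme for full effect; some compounds called inactive have numbers as strong as hits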
Target sequence (Q9HC16 whole entry, looked up): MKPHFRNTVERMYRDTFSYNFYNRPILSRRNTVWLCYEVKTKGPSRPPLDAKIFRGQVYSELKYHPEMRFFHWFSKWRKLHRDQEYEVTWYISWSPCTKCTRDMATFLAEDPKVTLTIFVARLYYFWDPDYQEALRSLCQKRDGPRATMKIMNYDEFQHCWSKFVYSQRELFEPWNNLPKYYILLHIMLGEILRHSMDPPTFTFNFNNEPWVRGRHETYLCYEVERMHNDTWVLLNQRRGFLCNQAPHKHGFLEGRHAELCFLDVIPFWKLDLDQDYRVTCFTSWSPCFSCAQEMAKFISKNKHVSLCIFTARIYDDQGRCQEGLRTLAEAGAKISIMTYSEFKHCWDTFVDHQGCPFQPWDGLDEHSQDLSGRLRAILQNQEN
APOBEC3A inh = inhibitors of human APOBEC3A DNA deaminase; P31941; recombinant A3A, FAM/TAMRA ssDNA deamination fluorescence; inhibition, % at 20 µM; 330,000 compounds, 0.41% hits;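 active = at least 40% inhibition at 20 µM here, with at most 30% in a related deaminase screen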;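 note: plate controls were A3A with DMSO for no effect and wells lacking A3A enzyme for full effect; some results filed as inactive read as strong as hits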
Target sequence (P31941 whole entry, looked up): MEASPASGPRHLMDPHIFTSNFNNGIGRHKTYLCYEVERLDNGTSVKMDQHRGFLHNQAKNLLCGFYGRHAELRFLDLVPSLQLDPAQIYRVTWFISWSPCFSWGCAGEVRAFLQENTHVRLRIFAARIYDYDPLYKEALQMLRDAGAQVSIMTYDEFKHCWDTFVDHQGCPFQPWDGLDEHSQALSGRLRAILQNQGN
ATG4B inhibitor = blocks human ATG4B protease cleavage of LC3 substrate; Q9Y4P1; ATG4B cleavage of LC3-PLA2, NBD-HPC fluorescence, 1 h; inhibition, % at 8.33 µM; 340,000 compounds, 0.51% hits; AID 504462; in the data active = inhibition above about 40%
Target sequence (Q9Y4P1 whole entry, looked up): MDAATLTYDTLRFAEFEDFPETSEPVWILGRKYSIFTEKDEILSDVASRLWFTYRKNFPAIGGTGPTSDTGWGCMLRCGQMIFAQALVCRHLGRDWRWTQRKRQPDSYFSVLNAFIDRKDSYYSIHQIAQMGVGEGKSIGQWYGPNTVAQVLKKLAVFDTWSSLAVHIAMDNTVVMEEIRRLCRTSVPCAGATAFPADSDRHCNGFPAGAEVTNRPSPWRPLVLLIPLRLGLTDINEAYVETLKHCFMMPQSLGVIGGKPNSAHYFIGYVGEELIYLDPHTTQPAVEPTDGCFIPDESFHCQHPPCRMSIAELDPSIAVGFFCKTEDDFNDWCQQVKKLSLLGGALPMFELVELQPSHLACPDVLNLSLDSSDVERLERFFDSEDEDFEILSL
MPTP block = permeability transition pore inhibition. isolated mouse mitochondria, Ca2+ swelling absorbance, 30 min. inhibition, % at 10 µM. 360,000 compounds, 1.4% hits. AID 602449;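 active = inhibition of 50% or more, scaled per plate between neutral and stimulator controls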;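 note: 0% = DMSO wells given calcium and 100% = 1 mM EGTA wells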
MIN6 prolif = inducers of beta-cell replication in MIN6 cells | proliferation, % at 10 µM | MIN6 cells proliferation, ATPlite luminescence, 48 h; cells starved in 0.2% serum; 100% = growth in 10% serum | 330,000 compounds, 0.29% hits;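 active = compounds whose signal lies at least 3.5 SD above the mean of all wells on their plate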;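 note: 0% = DMSO-treated cells in low-serum medium and 100% = 10% serum control; some compounds called inactive have numbers as strong as hits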
* = called active by the depositor.

The opening two compounds, to show the layout:
SMILES	hIAP block	mIAP activ	mIAP block	hIAP activ	A3G deaminase	APOBEC3A inh	ATG4B inhibitor	MPTP block	MIN6 prolif
O=C(Cn1cnc([N+](=O)[O-])n1)N/N=C/c1cccc(Cl)c1	-5	1	-3	1.1	-1	-1	3	-0.4	-1
COc1ccc(OCCC(=O)Nc2ccccc2)cc1	6	1.1	-6	0.94	-1	-4	-1	0.0	-2

All compounds of this part, from the first entry:
SMILES	hIAP block	mIAP activ	mIAP block	hIAP activ	A3G deaminase	APOBEC3A inh	ATG4B inhibitor	MPTP block	MIN6 prolif
O=C(Cn1cnc([N+](=O)[O-])n1)N/N=C/c1cccc(Cl)c1	-5	1	-3	1.1	-1	-1	3	-0.4	-1
COc1ccc(OCCC(=O)Nc2ccccc2)cc1	6	1.1	-6	0.94	-1	-4	-1	0.0	-2
CC(=O)N1CCN(c2nc3ccc(Br)cc3s2)CC1	13	0.99	1	0.87	-4	-3	4	0.1	-2
CCOC(=O)C1CCN(c2cc3c(cc2NC(=O)c2cc(OC)ccc2Br)n(C)c(=O)n3C)CC1	18	1.1	-7	0.82	8	-2	1	1.6	-4
CCC(=O)N1CCc2cc(Br)cc(S(=O)(=O)CCC(=O)NCCc3ccccc3)c21	-12	1.1	-11	1.1	-2	1	-15	1.0	2
Cc1nc2c(-c3ccccc3)c(C)nn2c(C)c1CCC(=O)NC(C)CCc1ccco1 (configuration not stated)	-6	1.1	-10	1.1	3	3	-7	-1.2	-3
NC(=O)c1cc(-c2csc(NCCc3ccccc3)n2)ccc1O	2	0.79	21	0.97	-13	-8	14	0.0	2
O=S(=O)(Nc1cccc(-c2ccc3nncn3n2)c1)c1cc(F)ccc1F	-9	1	-4	1.1	-3	4	-5	-1.5	2
CC(Oc1ccccc1Cl)C(=O)N1CCOCC1 (configuration not stated)	11	1.1	-10	0.89	-4	-3	-3	0.8	0
CCC1CCCCN1CCCNC(=O)c1ccc(CS(=O)(=O)c2ccc(Br)cc2)o1 (configuration not stated)	-18	0.94	6	1.2	-8	-8	1	-1.7	9
CCc1cc(C(=O)N=Nc2c(O)[nH]c3c(Br)cc(Br)cc23)c2ccccc2n1	11	0.83	17	0.89	-5	-2	0	8.4	-5
Cc1c(NC(=S)Nc2ccccc2)c(=O)n(-c2ccccc2)n1C	4	0.95	5	0.96	-8	-4	-7	0.8	1
CC(C)C(=O)N1c2ccccc2NC2=C(C(=O)CCC2)C1c1ccc(N(C)C)cc1 (configuration not stated)	16	1.1	-7	0.84	-6	-7	-8	0.8	5
CCN1CCN(C(c2ccc(F)cc2)c2nnnn2Cc2ccc3c(c2)OCO3)CC1 (configuration not stated)	2	1.2	-18	0.98	2	1	9	1.4	1
O=[N+]([O-])c1ccc2ncnc(Nc3ccc4c(c3)OCCO4)c2c1	22	0.84	16	0.78	-8	-4	1	-0.2	3
Cc1ccc(C(NC(=O)N2CCN(C)CC2)C(Cl)Cl)cc1F (configuration not stated)	0	0.98	2	1	-2	-5	2	1.7	-4
COc1ccc(NC(=O)CN(C)C(=O)Cc2ccc(-c3ccccc3)cc2)cc1	-8	1.1	-10	1.1	-7	1	-7	-0.4	-3
O=C(N/N=C/c1ccc(Br)s1)c1cccc([N+](=O)[O-])c1	-8	0.9	10	1.1	0	-1	2	-0.5	0
Cc1nn(C)c(C)c1CNC(=O)Nc1cccc(Cl)c1	-11	1.2	-23	1.1	-1	2	8	1.6	-2
Fc1ccc(NC(=S)Nc2cccc3cnccc23)cc1	10	0.84	16	0.9	16	2	-6	-0.3	-4
CC(=O)NCCCc1nc2ccccc2n1Cc1cc(C)ccc1C	-8	0.94	6	1.1	-7	-5	-5	0.7	-1
COc1ccccc1CNC(=O)CN1CCC(n2cnc3cc(F)ccc32)CC1	6	1.1	-5	0.94	-5	-4	1	1.8	-4
CC(NC(=O)C1CCN(S(=O)(=O)c2cccc3cccnc23)CC1)c1ccccc1 (configuration not stated)	-32	0.86	14	1.3	1	-2	1	-0.4	-1
O=[N+]([O-])c1ccc2nc(SCc3ccccc3Cl)sc2c1	11	0.83	17	0.89	-5	-1	9	98*	-5
N#Cc1ccc(OCC(=O)Nc2cc(S(=O)(=O)N3CCCCC3)ccc2N2CCCCC2)cc1	15	0.88	12	0.85	0	-1	-6	3.8	0
COc1ccc(NC(=O)/C=C/c2ccc3c(c2)OCO3)cc1	1	0.96	4	0.99	-1	1	-1	-1.2	-2
COc1ccc2nc(Nc3ccc4c(c3)OCO4)sc2c1	-2	1	0	1	5	6	-8	-0.5	-4
O=C(COC(=O)CC1CCCC1)Nc1ccccc1[N+](=O)[O-]	0	0.97	3	1	-4	-3	13	-0.9	0
CSc1cccc(NC(=O)C2CC(=O)N(Cc3ccccc3)C2)c1 (configuration not stated)	4	1.1	-14	0.96	28	52*	-13	-1.2	1
O=C(Nc1ccc(Oc2ccccc2)nc1)C1CCCCN1Cc1ccc(OCCO)cc1 (configuration not stated)	-31	0.95	5	1.3	-3	-7	21	-0.6	-3

Some values from the results shown.
Value of O=C(N/N=C/c1ccc(Br)s1)c1cccc([N+](=O)[O-])c1 under hIAP activ: 1.1
Value of Fc1ccc(NC(=S)Nc2cccc3cnccc23)cc1 under hIAP activ: 0.9
Value of COc1ccccc1CNC(=O)CN1CCC(n2cnc3cc(F)ccc32)CC1 under hIAP block: 6
Value of COc1ccc(NC(=O)/C=C/c2ccc3c(c2)OCO3)cc1 under APOBEC3A inh: 1
Value of Cc1ccc(C(NC(=O)N2CCN(C)CC2)C(Cl)Cl)cc1F (configuration not stated) under mIAP block: 2

Continued:
SMILES	hIAP block	mIAP activ	mIAP block	hIAP activ	A3G deaminase	APOBEC3A inh	ATG4B inhibitor	MPTP block	MIN6 prolif
Fc1ccc(-c2csc3ncnc(N4CCN(Cc5ccccc5)CC4)c23)cc1	-2	0.99	1	1	-7	-3	1	-0.7	-6
O=C(Nc1ccc(N2CCCC2)cc1)c1ccc(Br)cc1	-1	0.89	11	1	-7	-3	2	1.4	-2
COc1ccccc1NC(=O)Cn1nc(C)n2cccc2c1=O	-2	0.96	4	1	-4	-1	-4	-1.1	-3
N#C/C(=C\c1cc([N+](=O)[O-])c(N2CCCCC2)cc1N1CCCCC1)c1nn(-c2ccccc2)c(N)c1C#N	7	0.86	14	0.93	-6	-6	0	1.3	-1
O=c1nc(SCc2cccc(C(F)(F)F)c2)nc2ccccn12	4	0.94	6	0.96	-5	3	-8	0.8	0
CN(C)c1ccc(C(=S)NC2CCCCC2)cc1	5	0.97	3	0.95	27	0	-1	-2.9	-5
CCC(C)(C)NC(=S)Nc1ccccc1C	-3	1.2	-18	1	0	2	-1	0.2	-1
COc1ccccc1C1CC(c2ccco2)=NN1c1ccccc1 (configuration not stated)	7	0.99	0	0.93	-4	-3	4	2.0	0
O=S(=O)(c1ccc(Oc2ncnc3scc(-c4ccccc4)c23)cc1)N1CCOCC1	-11	1	-3	1.1	-5	-3	-7	1.0	-3
CCOC(=O)CCCNC(=O)COC(=O)[C@@H]1CCCN1S(=O)(=O)c1ccc(Cl)cc1	3	1	-3	0.97	-9	-3	-5	0.4	0
COc1ccc2nc(N/C(N)=N/C(=S)Nc3c(C)cccc3C)nc(C)c2c1	7	0.79	22	0.93	4	9	-3	-1.3	-5
COc1ccccc1NC(=O)/C=C\c1ccco1	-17	1	-1	1.2	-5	-1	-10	-0.5	-3
Cc1ccc(-c2csc(N3CCN(CCCn4c(-c5ccncc5)nc5ccccc54)CC3)n2)cc1	9	0.84	16	0.91	11	3	2	-0.9	-8
C=CCN(c1ccccc1OC)S(=O)(=O)c1cccc(C(=O)NC2=NCCS2)c1	9	0.93	7	0.91	8	3	-13	-0.1	-5
CC(=O)Nc1ccc(NCC(=O)c2ccccc2)cc1	25	0.98	2	0.75	-9	-5	13	0.0	0

Some of the entries above in a different format:
The line under a structure holds: hIAP block | mIAP activ | mIAP block | hIAP activ | A3G deaminase | APOBEC3A inh | ATG4B inhibitor | MPTP block | MIN6 prolif
> O=c1nc(SCc2cccc(C(F)(F)F)c2)nc2ccccn12
→ 4 | 0.94 | 6 | 0.96 | -5 | 3 | -8 | 0.8 | 0
> CN(C)c1ccc(C(=S)NC2CCCCC2)cc1
→ 5 | 0.97 | 3 | 0.95 | 27 | 0 | -1 | -2.9 | -5
> CCC(C)(C)NC(=S)Nc1ccccc1C
→ -3 | 1.2 | -18 | 1 | 0 | 2 | -1 | 0.2 | -1
> COc1ccccc1C1CC(c2ccco2)=NN1c1ccccc1 (configuration not stated)
→ 7 | 0.99 | 0 | 0.93 | -4 | -3 | 4 | 2.0 | 0

(listing goes on)
SMILES	hIAP block	mIAP activ	mIAP block	hIAP activ	A3G deaminase	APOBEC3A inh	ATG4B inhibitor	MPTP block	MIN6 prolif
CN(C)c1nc(N)nc(CSc2nnnn2C)n1	-2	0.93	7	1	-1	-2	-5	1.8	-1
C=CCC1(O)C(=O)Nc2ccccc21 (configuration not stated)	-1	1	-4	1	-2	0	2	-2.3	-2
Cc1cc(C)n(C(=O)c2cccc(S(=O)(=O)N3CCCCC3)c2)n1	-8	1.1	-8	1.1	-5	-5	-1	0.8	2
CC(=O)N1CCc2cc(S(=O)(=O)CCC(=O)N3CCN(c4ccccn4)CC3)ccc21	-12	1	-1	1.1	-5	-1	-7	-0.8	-1
Cc1ccc(NC(=O)CNCc2cccs2)c(Br)c1	-3	0.94	6	1	-7	-5	4	-0.9	-2
CC(C)CN(C1CCS(=O)(=O)C1)S(=O)(=O)c1ccc(C(C)C)cc1 (configuration not stated)	12	0.91	9	0.89	-5	0	-15	-1.7	9
CCOCCCNC(=O)c1ccccc1OC1CCN(S(C)(=O)=O)CC1	-20	1.2	-21	1.2	-10	-10	-8	-1.6	-1
CCN1CCCC1CNC(=O)Cn1ncc2c(=O)oc3ccc(C)cc3c21 (configuration not stated)	8	1.2	-15	0.92	-7	1	-1	-1.4	1
COc1ccc(C)cc1NC(=O)CN(C)S(=O)(=O)c1cnc[nH]1	8	1	-4	0.92	2	-1	5	-1.1	-2
C#Cc1cccc(NC(=O)CSc2nnc(-c3ccc(C(F)(F)F)cn3)o2)c1	-23	1	-2	1.2	-8	-2	-5	2.8	0
COc1ccc(C(F)(F)F)cc1N/C=C/c1nnnn1-c1ccc2ccccc2c1	4	0.87	13	0.96	13	2	6	-0.4	-3
COc1ccc(CNC(=O)c2ccc(Br)o2)cc1	5	1.1	-6	0.95	5	1	1	-0.2	-2
O=S(=O)(c1cc(C(F)(F)F)ccc1Cl)N1CCN(c2ncnc3ccccc23)CC1	12	0.98	2	0.88	-9	-3	-10	93*	-6
O=C(Nc1cccc(O)c1)c1noc2c1CCc1ccccc1-2	-12	0.82	18	1.1	6	3	7	2.4	-5
N#Cc1cccc2c1-c1ccccc1/C2=N/NC(N)=S	8	0.89	12	0.92	1	-1	-9	1.0	-3
Cc1csc(NC(=O)CCn2c(=O)oc3ccc(Cl)cc32)n1	-12	0.92	8	1.1	-7	-2	0	-1.0	-2
O=S1(=O)CCC(n2nccc2-c2ccccc2)C1 (configuration not stated)	1	1	-4	0.99	-7	-2	-9	0.8	-2
CCOc1ccc(NC(=O)CSc2nc(O)c(C)c(=O)n2-c2ccc(F)cc2)cc1	6	0.92	8	0.94	2	3	0	0.1	-1
